Source: PubChem
TCR CD3 inh: human TCR-CD3 binding inhibition | TAMRA-labeled TCR probe fluorescence, biochemical | inhibition, % at 9.4 µM | actives 0.37% (n = 360,000); in the data active = inhibition above about 19%;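 also: recombinant mutant TCR 2C K166C tagged with TAMRA read by polarization; 0% = receptor in buffer alone and 100% = receptor with positive control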
SIAE primary: human SIAE inhibition, primary screen | SIAE FP-Rh probe binding, fluorescence polarization | inhibition, % at 9.66 µM | Q9HAT2 | actives 0.69% (n = 370,000);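 active = inhibition above a cutoff: mean of compounds within the control limits plus 3 SD of those, cut at about 17% in these data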;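 also: 0% = plate median of compound wells and 100% = probe without SIAE protein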
Target sequence (Q9HAT2 whole entry, looked up): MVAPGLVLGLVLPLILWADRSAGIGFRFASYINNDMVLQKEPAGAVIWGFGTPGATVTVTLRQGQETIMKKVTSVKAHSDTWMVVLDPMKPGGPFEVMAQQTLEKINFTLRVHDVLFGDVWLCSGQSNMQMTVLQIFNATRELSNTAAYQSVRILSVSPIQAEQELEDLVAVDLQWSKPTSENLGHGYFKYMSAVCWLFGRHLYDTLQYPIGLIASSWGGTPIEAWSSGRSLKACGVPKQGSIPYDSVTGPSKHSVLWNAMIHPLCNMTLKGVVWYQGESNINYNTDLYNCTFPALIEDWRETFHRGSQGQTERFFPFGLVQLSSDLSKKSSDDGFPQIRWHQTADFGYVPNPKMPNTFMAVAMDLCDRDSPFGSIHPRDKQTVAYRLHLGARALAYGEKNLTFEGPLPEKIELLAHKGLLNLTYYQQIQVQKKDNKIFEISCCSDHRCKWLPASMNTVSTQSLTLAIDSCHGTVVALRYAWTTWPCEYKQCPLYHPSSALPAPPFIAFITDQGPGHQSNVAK
TDP2 inh: TDP2 (human) inhibition, absorbance primary screen; inhibition, % at 12.8 µM; AID 720702; actives 0.34% (n = 370,000); O95551; recombinant TDP2, T5PNP hydrolysis, p-nitrophenol absorbance 415 nm;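 active = inhibition above the mean of all tested compounds plus 3 SD, set per campaign, cut at about 25% in these data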;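 also: 0% = DMSO with enzyme and 100% = buffer with substrate but no TDP2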
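test system = human TDP2 enzyme | input = TDP2 enzyme at 120 nM final | medium = 50 mM Tris-HCl pH 7.5 with Mg2+, KCl, DTT, BSA | also added = T5PNP substrate, 5 mM | times = 2 h at 37 °C | technique = epi absorbance | benchmarks = high control without enzyme, low control DMSO plus TDP2 | replication = each compound tested once, singlicate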
mABHD4 FP: inhibits mouse alpha/beta hydrolase domain 4; purified mABHD4, FP-Rh probe fluorescence polarization; inhibition, % at 8.92 µM; actives 0.54% (n = 370,000);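 active = inhibition exceeding the mean over every tested compound plus 3 SD, cut at about 30% in these data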;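 also: 0% = plate median of compound wells and 100% = S159A mutant with DMSO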
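Test system: mouse ABHD4 enzyme, wild type. Reagent: FP-Rh fluorescent activity-based probe, added after compound pre-incubation. Timing: pre-incubation 45 min, probe exposure 60 min, at 25 °C. Technique: FP readout, ex 525 nm / em 598 nm. Benchmarks: high control S159A mutant with DMSO, low control median of compound wells.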
HTRA1 inh: inhibitors of human serine peptidase HTRA1 | Q92743 | recombinant HTRA1, FP-rhodamine activity-based probe, fluorescence polarization | inhibition, % at 5.96 µM | actives 0.5% (n = 340,000) | AID 504803; in the data active = inhibition above about 36%;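 also: 0% = enzyme with DMSO and 100% = wells lacking enzyme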
Target sequence (Q92743 whole entry, looked up): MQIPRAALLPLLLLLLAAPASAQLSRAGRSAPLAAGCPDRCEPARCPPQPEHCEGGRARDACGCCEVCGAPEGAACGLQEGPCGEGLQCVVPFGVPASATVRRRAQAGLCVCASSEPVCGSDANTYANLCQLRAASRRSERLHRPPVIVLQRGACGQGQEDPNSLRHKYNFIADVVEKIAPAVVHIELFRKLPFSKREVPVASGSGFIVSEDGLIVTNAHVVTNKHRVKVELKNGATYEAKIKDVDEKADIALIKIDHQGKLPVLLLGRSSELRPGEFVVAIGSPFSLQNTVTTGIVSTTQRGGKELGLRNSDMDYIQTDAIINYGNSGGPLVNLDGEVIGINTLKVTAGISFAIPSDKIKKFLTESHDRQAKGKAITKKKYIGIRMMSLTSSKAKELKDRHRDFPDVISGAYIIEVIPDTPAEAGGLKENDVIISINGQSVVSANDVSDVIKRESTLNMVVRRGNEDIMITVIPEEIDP
PG9 binder: small molecules binding HIV-1 gp120 antibody PG9; TR-FRET gp120-PG9 antibody binding; inhibition, % at 6.7 µM; actives 0.43% (n = 360,000); in the data active = inhibition above about 8.5%
UHRF1 binding: blocks human UHRF1 binding to methylated DNA; UHRF1 binding to methylated oligo, TR-FRET; Q96T88; inhibition, % at 4.4 µM; AID 687016; actives 0.75% (n = 370,000); in the data active = inhibition above about 21%;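 also: UHRF1 SRA domain binding a hemimethylated CpG hairpin DNA probe; 0% = median of test compound wells and 100% = reference inhibitor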
Tn7 DDE FP: disrupts Tn7 cyclic peptide binding to fibrin D-Dimer-E complex | FP displacement of FITC-Tn7 peptide from fibrin DD(E); 0% = median of compound wells per plate | inhibition, % at 8.3 µM | P02675 | actives 0.13% (n = 370,000);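 active = inhibition above the mean of compounds falling within the control limits plus 3 SD of them, cut at about 14% in these data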;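 also: 0% = plate median of compound wells and 100% = 10 µM Aha-Tn7 peptide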
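Assay system: Human clot-derived fibrin DD(E) complex | Buffer or medium: Tris/NaCl/CaCl2 buffer, pH 7.8 | Repeats: One replicate per compound | Benchmarks: Aha-Tn7 high control | Measure: % inhibition scaled between sample-field median and high-control FP | Schedule: 10 min plus 3 h, room temperature | Signal: Fluorescence polarization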
PRMT1 FP inh: inhibitors of human PRMT1. Q99873. recombinant PRMT1, activity-based probe fluorescence polarization. inhibition, % at 2.79 µM. actives 1.3% (n = 370,000);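 active = inhibition above about 21% made by adding two undisclosed values, limit read from the data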
LEDGF integ inh: blocks HIV-1 LEDGF/p75-dependent DNA integration. actives 0.64% (n = 370,000). inhibition, % at 3.7 µM. AID 743269. TR-FRET IN-LEDGF/p75 DNA integration, Eu/Cy5;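 active = inhibition above the screen-wide mean plus 3 SD, cut at about 13% in these data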;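 also: signal is the Cy5 over europium emission ratio at 671 and 618 nm; 0% = plate median of compound wells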
Active calls of the source: *; / = not tested or not shown.

SMILES	TCR CD3 inh	SIAE primary	TDP2 inh	mABHD4 FP	HTRA1 inh	PG9 binder	UHRF1 binding	Tn7 DDE FP	PRMT1 FP inh	LEDGF integ inh
CCOC(=O)N1CCN(Cc2nc3c(c(=O)[nH]c(=O)n3C)n2CCCc2ccccc2)CC1	4	-6	-7	4	-3	-3.0	-4	3	-2	1
O=C1COc2ccccc2C(c2nc3ccccc3[nH]2)N1Cc1ccccc1 (centres undefined)	7	0	4	-5	/	-0.5	0	-7	0	1
CCOC(=O)[C@@]12CCC3=C1N(CCC3)C(=O)[C@H](CC(=O)NCCCN1CCCC1=O)C2	/	12	10	1	/	/	-1	0	-3	-2
COc1ccc(C(=O)Nc2c(N)nc(SCC(=O)c3ccccc3)[nH]c2=O)cc1	4	-5	-13	-3	-2	-0.3	-1	-2	-1	5
Cn1c(N)c(NC(=S)NC2CCCCC2)c(=O)n(C)c1=O	-7	4	9	7	-3	0.5	1	5	0	-1
COc1ccc2c(COC(=O)CCS(=O)(=O)c3ccc(C)cc3)cc(=O)oc2c1	4	0	-2	-1	-7	0.5	1	5	-3	-3
O=C(NNC(=O)c1ccc([N+](=O)[O-])cc1)NC1CCCCC1	-1	1	-7	-3	6	0.5	9	-4	-4	3
Cc1cc(NS(=O)(=O)c2ccccc2)c([N+](=O)[O-])cc1C	-3	3	-18	1	6	-5.1	0	-2	-3	0
Clc1ccc(-n2cnc3c(Cl)ncnc32)cc1Cl	1	-4	4	5	-1	0.0	-1	1	-2	3
O=C(Nc1cccc(C(F)(F)F)c1)c1cc(S(=O)(=O)N2CCCCC2)ccc1N1CCOCC1	8	-4	4	2	-13	-1.6	0	11	0	-2
CC1CC(C)CN(c2ncc3c(n2)CC(c2ccccc2Cl)CC3=O)C1 (centres undefined)	-1	-4	-16	-1	-6	1.5	4	3	-3	2
O=C(Nc1ccc2c(c1)OCO2)c1cc(C2CCCCN2S(=O)(=O)Cc2ccccc2)on1 (centres undefined)	-5	3	-2	-2	/	0.1	-1	6	2	-4
COC(=O)c1ccc(S(=O)(=O)N2CCCCCC2)n1C	2	3	5	-2	-8	0.5	-1	6	-1	-3
CC(C)(C)c1ccccc1NC(=O)COC(=O)CN1C(=O)NC2(CCCC2)C1=O	7	21*	3	1	5	0.4	0	-5	2	2
Cc1ccc(CNc2nc3ccccc3n3cnnc23)cc1	5	4	-8	-2	0	1.7	0	-6	-1	3
COCC(=O)NCCc1nc(-c2ccccc2)cs1	7	6	8	2	-5	-1.5	0	2	0	-1
CCCCn1cnc2c(Sc3c([N+](=O)[O-])ncn3C)nc(N)nc21	-2	8	0	-2	-4	2.1	-3	4	1	-3
COc1ccc(Sc2cc(C(F)(F)F)nc(-c3ccccn3)n2)cc1	-1	8	-4	-2	-13	1.1	4	-1	2	-2
O=C1CC(c2cccs2)CC2=C1C(c1ccccc1)n1ncnc1N2 (centres undefined)	4	4	-5	5	-3	-1.6	0	5	-1	-1
COCCNC(=O)CCn1nc(-c2ccc(C)cc2)ccc1=O	2	-7	1	0	0	-0.1	12	-5	2	-3
CN1CCN(C(=S)NC(=O)c2cccc([N+](=O)[O-])c2)CC1	4	1	-15	-9	7	1.6	7	3	4	-1
COc1cccc(NC(=O)CCN2C(=O)c3cccc([N+](=O)[O-])c3C2=O)c1	-10	0	-11	-3	-4	-1.5	1	6	3	-6
CCOC1=C/C(=C/c2c(N)n3nc(CC(=O)N4CCCCC4)sc3nc2=O)C=CC1=O	-4	3	7	5	7	-0.7	9	-1	5	5
O=C(CCCN1C(=O)/C(=C/c2cccs2)SC1=S)NNC(=O)c1ccncc1	8	-12	3	6	2	-1.2	1	1	0	0
Cn1c(NCCO)nc2c1c(=O)n(Cc1cccc(Cl)c1)c(=O)n2C	0	-6	-5	5	4	-1.4	-1	2	-2	-3
CC(=O)Nc1cccc(-c2cc(NC(C)=O)c3ncc(-c4ccc(F)cc4)n3c2)c1	-12	-12	-20	-27	/	-0.2	0	-2	1	5
CCOC(=O)c1c(C)[nH]c(C(=O)COC(=O)c2[nH]c(C)c(C(C)=O)c2C)c1C	3	-2	8	3	5	1.0	0	1	0	1
Cc1ccc(OC(=O)C2c3ccccc3Oc3ccccc32)cc1C	3	2	-1	-9	-10	0.0	-1	-3	-1	0
Cc1ccc(S(=O)(=O)C2(C(=O)Nc3ccc(C(C)C)cc3)CC2)cc1	-1	-1	6	1	-5	-0.3	-2	5	0	-2
Cc1ccc(-c2c3c(=O)n(C)c(=O)n(C)c3cn2N2CCOCC2)cc1	0	1	-5	-3	6	0.6	3	5	0	-2

6 consecutive compounds already listed, for reference:
SMILES	TCR CD3 inh	SIAE primary	TDP2 inh	mABHD4 FP	HTRA1 inh	PG9 binder	UHRF1 binding	Tn7 DDE FP	PRMT1 FP inh	LEDGF integ inh
COCC(=O)NCCc1nc(-c2ccccc2)cs1	7	6	8	2	-5	-1.5	0	2	0	-1
CCCCn1cnc2c(Sc3c([N+](=O)[O-])ncn3C)nc(N)nc21	-2	8	0	-2	-4	2.1	-3	4	1	-3
COc1ccc(Sc2cc(C(F)(F)F)nc(-c3ccccn3)n2)cc1	-1	8	-4	-2	-13	1.1	4	-1	2	-2
O=C1CC(c2cccs2)CC2=C1C(c1ccccc1)n1ncnc1N2 (centres undefined)	4	4	-5	5	-3	-1.6	0	5	-1	-1
COCCNC(=O)CCn1nc(-c2ccc(C)cc2)ccc1=O	2	-7	1	0	0	-0.1	12	-5	2	-3
CN1CCN(C(=S)NC(=O)c2cccc([N+](=O)[O-])c2)CC1	4	1	-15	-9	7	1.6	7	3	4	-1

The results go on.
SMILES	TCR CD3 inh	SIAE primary	TDP2 inh	mABHD4 FP	HTRA1 inh	PG9 binder	UHRF1 binding	Tn7 DDE FP	PRMT1 FP inh	LEDGF integ inh
CS(=O)(=O)c1ccc(-c2nnc(NC(=O)C3=COCCO3)o2)cc1	5	9	2	-4	2	-2.7	-2	2	-3	0
CCCCOc1ccc(S(=O)(=O)NNC(=O)C2Cc3c(ccc4ccccc34)O2)cc1 (centres undefined)	5	7	2	-21	-51	-2.3	-1	-5	-1	-1
Cc1noc(/C=C/N(C)C)c1S(=O)(=O)N1CCc2ccccc21	0	-5	4	-31	-62	-2.1	1	7	-4	9
Cc1nc(SCC(=O)c2ccc(F)cc2)n[nH]1	6	4	-4	-2	6	-2.9	1	-4	15	1
O=C(NCc1ccncc1)c1ccc(NS(=O)(=O)c2ccccc2)cc1	7	-4	5	-1	6	-1.9	3	-4	-6	-3
COc1ccc(CNS(=O)(=O)c2cccc(S(=O)(=O)N3CCOCC3)c2)cc1	0	3	-1	-2	-3	-1.5	2	9	0	0
CC(C)N1CCOC1c1ccccc1 (centres undefined)	-3	2	8	-2	-1	0.2	10	13	-2	-4
CN(C1CCCCC1)S(=O)(=O)c1cc2c3c(c1)CCN3C(=O)CC2	2	-4	5	6	0	1.1	2	-2	4	-2
COc1ccc(C(C(=O)NC2CCCC2)N(CCN2CCOCC2)C(=O)c2ccc(OC)c(OC)c2)cc1 (centres undefined)	4	-2	0	4	4	0.7	-2	2	-2	1
CCc1c(C(=O)NCCc2ccc(OC)c(OC)c2)[nH]c(C)c1C(C)=O	4	0	3	3	-1	-3.6	-1	-4	1	-2
CN(CC(=O)Nc1ccc(F)cc1)C(=O)COC(=O)c1cc(Br)c(Br)s1	0	-9	-11	-13	-18	-0.7	-1	-6	-2	-2
O=C(NCC(=O)N1CCN(Cc2ccccc2)CC1)c1ccccc1Cl	-5	2	7	4	3	-0.5	2	3	3	-5
COc1ccccc1NC(=O)C1Cc2ccccc2CN1C(=O)c1ccco1 (centres undefined)	-8	0	4	-1	-3	-0.8	0	2	4	-4
CC(=O)c1ccc(N=C2NC(=O)C(CO)(CO)S2)cc1	-9	-3	1	-1	10	1.2	5	0	1	-1
CCOC(=O)C1=CN(CC)S(=O)(=O)NC1c1ccc2ccccc2c1 (centres undefined)	-2	-2	0	4	-2	0.8	0	5	1	-6
COC(=O)c1coc(-c2ccc(C)cc2)c1C(=O)OC	-2	-4	8	12	-6	-0.8	-1	-1	-1	3
O=C(CNS(=O)(=O)c1ccc(Cl)cc1)NNC(=O)c1cccnc1	2	3	7	-1	3	0.1	0	-1	1	3
O=C(O)CN1CCN(Cc2ccc(F)cc2)C1=O	-3	-4	-3	-6	0	-0.8	1	-2	0	-2
CCN(Cc1ccncc1)C(=O)CCc1ccccc1	7	-6	9	0	2	0.5	-1	7	0	0
CCc1c(C(=O)N2CCN(c3ccccc3F)CC2)[nH]c(C)c1C(C)=O	4	4	6	9	2	-0.7	-1	5	1	2
O=C(NCc1cccs1)C1CC(=O)N(c2ccccc2)C1 (centres undefined)	1	7	1	8	10	0.0	-1	-4	-3	1
CCOC(=O)c1sc(-c2ccc(C)cc2)c(C#N)c1C	6	10	-4	0	-4	-1.8	-3	-9	0	0
CCc1ccc(CC)c(S(=O)(=O)Nc2ccc(O)c(C(=O)O)c2)c1	-5	-2	-8	-8	3	-1.3	2	2	-2	3
CCc1sc(NC(=O)C(C)C)nc1-c1ccccc1	-4	-2	0	5	0	0.7	1	-6	1	-5

Another view of some results above.
> O=C(CNS(=O)(=O)c1ccc(Cl)cc1)NNC(=O)c1cccnc1
  TCR CD3 inh = 2
  SIAE primary = 3
  TDP2 inh = 7
  mABHD4 FP = -1
  HTRA1 inh = 3
  PG9 binder = 0.1
  UHRF1 binding = 0
  Tn7 DDE FP = -1
  PRMT1 FP inh = 1
  LEDGF integ inh = 3

> O=C(O)CN1CCN(Cc2ccc(F)cc2)C1=O
  TCR CD3 inh = -3
  SIAE primary = -4
  TDP2 inh = -3
  mABHD4 FP = -6
  HTRA1 inh = 0
  PG9 binder = -0.8
  UHRF1 binding = 1
  Tn7 DDE FP = -2
  PRMT1 FP inh = 0
  LEDGF integ inh = -2

> CCN(Cc1ccncc1)C(=O)CCc1ccccc1
  TCR CD3 inh = 7
  SIAE primary = -6
  TDP2 inh = 9
  mABHD4 FP = 0
  HTRA1 inh = 2
  PG9 binder = 0.5
  UHRF1 binding = -1
  Tn7 DDE FP = 7
  PRMT1 FP inh = 0
  LEDGF integ inh = 0

> CCc1c(C(=O)N2CCN(c3ccccc3F)CC2)[nH]c(C)c1C(C)=O
  TCR CD3 inh = 4
  SIAE primary = 4
  TDP2 inh = 6
  mABHD4 FP = 9
  HTRA1 inh = 2
  PG9 binder = -0.7
  UHRF1 binding = -1
  Tn7 DDE FP = 5
  PRMT1 FP inh = 1
  LEDGF integ inh = 2
